Assay outcomes deposited in PubChem by several laboratories.
SV40 large T antigen: TAg ATPase/helicase activity blockers – biochemical (AID 1903); SV40 large T antigen ATPase/helicase inhibition assay; higher % means a stronger effect; inhibition, % at 20 µM; hits with a dose series show IC50 in µM; 0.39% of 310,000 active; in the data active = a potency from the dose series; inconclusive = inhibition mostly from about 32% at the one dose, without a potency; inactive = the rest, 99 in 100 with inhibition below about 32%; also: strong numbers were not always called active
Rac1 GTP hydrolysis: MgcRacGAP GTPase-activating activity inhibitors, confirmation, biochemical, ADP Hunter fluorescence; MgcRacGAP-stimulated Rac1 GTP hydrolysis, ADP Hunter fluorescence; higher % means a stronger effect; GST-tagged Rac1 F28L mutant substrate; inhibition, % at 30 µM, or IC50 in µM where a hit was titrated; 0.6% of 340,000 active; AID 624330;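 active = first-screen hits whose inhibition reached a set limit at any dose in the follow-up dose series; inconclusive = inhibition above the set first-screen limit but never retested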;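 also: fluorescence reports GDP produced by GAP-driven GTP hydrolysis; strong numbers were not always called active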
TNAP activation fold: stimulation of alkaline phosphatase TNAP activity – biochemical, luminescent, no phosphate acceptor, uHTS, primary screen (AID 1001) | 0.03% of 200,000 active | purified TNAP, luminescent activation assay, no phosphate acceptor; higher activation fold means a stronger effect | activation fold at 20 µM; hits with a dose series show EC50 in µM; in the data active = activation fold from about 3, or a potency from the dose series; inactive = the rest, 99 in 100 with activation fold below about 1.6; also: many of its hits are not listed in these tables
T cell modulator: modulates CD8 T cell binding to vesicles; 2C CD8+ T cell-vesicle binding, flow cytometry; active compounds read low; calls only at 7 µM; 0.068% of 330,000 active;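 active = response, share of CD8 T cells binding vesicles, and their 90th percentile fluorescence all below set limits, cut at about 80% in these data, passing the limit was not always enough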
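Benchmarks: naked versus QL9-loaded vesicles / Assay system: purified 2C TCR transgenic mouse naive CD8+ T cells / Technique: high-throughput flow cytometry with anti-B7-1 and anti-CD8 staining / Timing: Cell–vesicle co-incubation 1.5 h at 37 °C, staining 20 min on ice / Read-out: percent CD8+ FL2 mean versus row control / Probe or stimulus: QL9-loaded Drosophila micro-vesicles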
NTR1 ag: NTR1-driven beta-arrestin-GFP spot formation – imaging, U2OS cells, high content, primary screen (AID 493036) | P30989 | 0.17% of 330,000 active | agonist mode | activation, % at 20 µM;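 active = activation at or above 40% of the spot to cytoplasm intensity ratio, with at least 20 cells analyzed; inconclusive = wells under 20 cells, flagged as cytotoxic or low count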;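 also: 0% = DMSO without peptide and 100% = 100 nM NTR1 peptide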
Target sequence (P30989 whole entry, looked up): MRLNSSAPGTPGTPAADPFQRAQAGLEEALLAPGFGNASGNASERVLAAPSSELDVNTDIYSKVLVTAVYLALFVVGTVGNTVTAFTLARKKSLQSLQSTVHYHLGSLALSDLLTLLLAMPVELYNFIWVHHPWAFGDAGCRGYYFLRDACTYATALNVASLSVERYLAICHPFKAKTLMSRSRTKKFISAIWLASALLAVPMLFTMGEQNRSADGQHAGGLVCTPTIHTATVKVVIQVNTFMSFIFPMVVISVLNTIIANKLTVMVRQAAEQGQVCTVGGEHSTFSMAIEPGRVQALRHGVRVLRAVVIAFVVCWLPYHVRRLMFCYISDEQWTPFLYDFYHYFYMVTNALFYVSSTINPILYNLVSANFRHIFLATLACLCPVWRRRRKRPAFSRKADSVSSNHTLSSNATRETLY
K1F lysis inhibition: protection from phage-mediated lysis, alamar blue read-out – E. coli UTI89, K1F phage, bacterial capsule biogenesis inhibitors (AID 488966); 0.02% of 340,000 active; E. coli UTI89 K1F phage lysis, alamar blue, 2 h; higher % means a stronger effect; inhibition, % at 100 µM, or IC50 in µM where a hit was titrated;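 active = phage lysis inhibition, versus mean bacterial control, above a set limit; inconclusive = no clear call, values can overlap the other calls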;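 also: capsule biogenesis inhibitors block K1F phage lysis so surviving cells raise fluorescence; higher fluorescence means more inhibition of phage lysis; actives were called in the ten point dose series up to 300 µM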
RSV antiviral HEp-2: RSV antiviral activity via CPE protection, HEp-2 cells, primary 10 µM value included (AID 2391); HEp-2 cells, RSV-induced CPE inhibition; higher % means a stronger effect; CPE inhibition, % at 10 µM; hits with a dose series show IC50 in µM; 0.13% of 310,000 active; in the data active = a potency from the dose series; inconclusive = CPE inhibition mostly from about 23% at the one dose, without a potency; inactive = the rest, 99 in 100 with CPE inhibition below about 21%; also: strong numbers were not always called active
Myeloid diff 2: compounds promoting myeloid differentiation | ER-HoxA9 myeloid progenitors, lysozyme-GFP differentiation, flow cytometry | calls only at 10 µM | 1% of 360,000 active | AID 624256;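 active = normalized GFP-positive differentiation at or above the plate's own cutoff, the solvent-only control mean plus 3 SD; inconclusive = no clear call, values can overlap the other calls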;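 also: cells exposed to compound for four days before flow analysis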
Salmonella PhoP GFP: PhoP-dependent GFP reporter repression – Salmonella Typhimurium, primary screen (AID 1863); inhibition, % at 50 µM; hits with a dose series show IC50 in µM; 0.16% of 300,000 active; S. Typhimurium PhoP-regulated promoter GFP reporter, 4 h; higher % means a stronger effect;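 active = inhibition over 29.93%, a cutoff 3 SD above the screen mean, later confirmed by dose response; inconclusive = inhibition over 29.93% but no dose response follow-up; inactive = inhibition at most 29.93% or unconfirmed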;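 also: 0% = low Mg2+ inducing control and 100% = high Mg2+ repressing control; strong numbers were not always called active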
T cell modulator vesicle-bound %: further read-out of T cell modulator, marked with its call; double positive events, %; measured here: CD8+ vesicle-bound cell fraction;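 binding gate set so that unloaded-vesicle control wells show 10% double positive cells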
NTR1 ag cell count 20 µM: second read-out of NTR1 ag, no call of its own (marks repeat the call); cell count; measured here: cell count, cytotoxicity flag
Myeloid diff 2 GFP+ MAC1+ %: also measured in Myeloid diff 2; calls as there; GFP+ MAC1+ double positive, %; measured here: differentiation confirmed by MAC1 staining
An asterisk follows results filed as active; i = inactive; ? = inconclusive; . = not tested or not shown; [ ] = dose if it differs, or a comment.

SMILES	SV40 large T antigen	Rac1 GTP hydrolysis	TNAP activation fold	T cell modulator	T cell modulator vesicle-bound %	NTR1 ag	NTR1 ag cell count 20 µM	K1F lysis inhibition	RSV antiviral HEp-2	Myeloid diff 2	Myeloid diff 2 GFP+ MAC1+ %	Salmonella PhoP GFP
Cc1cc(C)cc(C(=O)NC(CC(N)=O)c2ccc(N3CCN(C)CC3)c([N+](=O)[O-])c2)c1 (centres undefined)	8%	4%	.	i	10	3.5	79	0.6%	-1.4%	i	1.2	6%
O=S(=O)(NC1Cc2ccccc2C1)c1ccccc1	7%	6%	.	i	34	.	.	-1.0%[50 µM]	1.1%	i	0.6	-6%
COC(=O)c1c(NC(NC(=O)CC(C)C)C(Cl)(Cl)Cl)sc2c1CCC2 (centres undefined)	21%	10%	1.1	i	29	7.7	64	0.0%	6.9%	i	0.4	-8%
Nn1c(SCC(=O)NC2CCCCC2)nnc1-c1ccc(Cl)cc1	-1%	8%	1	i	40	4.8	82	0.5%	0.7%	i	0.8	7%
Cc1ccc2cc(CN(CCCO)S(=O)(=O)c3cccc4nsnc34)c(=O)[nH]c2c1	9%	10%	1	i	12	-2.2	79	-0.2%	0.1%	i	0.6	-5%
CC(C)(C)NC(=O)Cn1c(SCC(=O)N2CCCCCC2)nc2ccccc21	10%	10%	1.1	i	43	-0.7	78	2.5%	0.0%	i	3.0	8%
CCCc1nnc(NC(=O)C(C)N2C(=O)C3C4C=CC(C4)C3C2=O)s1 (centres undefined)	4%	7%	1.1	i	35	-2.1	86	0.2%	1.2%	i	1.0	-11%
CC(C)CCn1c(=O)c2ccccc2n2c(CCC(=O)NCC3CCCO3)nnc12 (centres undefined)	11%	8%	.	i	21	1.0	48	-0.1%	0.6%	i	0.6	-4%
CCOC(=O)c1ccc(NC(=O)NCCN2CCCCC2)cc1	-6%	9%	1.1	i	41	-1.3	65	0.9%	-0.7%	i	5.9	-6%
CCN(C(=O)C(C)N1C(=O)/C(=C/c2ccco2)SC1=S)C1CCS(=O)(=O)C1 (centres undefined)	34%	23%	.	i	6	-0.1	62	0.8%	0.0%	?	.	-1%
C#CCOc1ccc(/C=C2/C(=O)NN(c3ccccc3)C2=O)cc1OC	9%	8%	.	i	59	3.2	51	-1.1%	1.1%	i	0.2	-3%
Cn1c(=O)[nH]c(=O)c2c1nc(NCCCO)n2CCOc1ccccc1	0%	7%	1	i	37	-0.7	74	-0.1%	0.6%	i	0.4	0%
CC(=O)OC[C@H]1COc2ccc3ccccc3c2[C@H]1N(C)C(C)=O	23%	2%	1.1	i	59	-0.6	91	-1.3%	-1.7%	i	0.1	-5%
O=C(NCCc1c[nH]c2ccccc12)c1ccc2c(c1)OCO2	2%	6%	.	i	22	-1.0	38	-0.2%	9.2%	i	0.4	9%
CCC(Oc1ccc2c(c1)C(=O)CC(C)(C)O2)C(=O)NCCN1CCCCCC1 (centres undefined)	11%	19%	1.1	i	56	-1.6	65	0.5%	-0.2%	i	0.8	21%
Cc1ccc(O)c(NC(=O)CSc2n[nH]c(-c3ccccc3)n2)c1	6%	6%	.	i	65	1.2	56	0.1%	4.0%	i	0.9	-4%
COc1ccc(COC(=O)Nc2c(SC)nsc2SC)cc1	6%	3%	1	i	49	-0.3	39	-0.1%	2.4%	i	1.0	-6%
COc1ccc(C(=O)NC(=S)N2CCCCC2)cc1	12%	3%	1.1	i	29	-0.4	44	0.2%	0.0%	i	10	6%
CN(CC(=O)Nc1ccc(Cl)c(Cl)c1)C(=O)c1cccc2cccnc12	.	4%	.	i	40	4.3	55	0.6%[50 µM]	.	i	1.2	.
CCOC(=O)C1(CCc2ccccc2)CCN(C(=O)CCc2cnn(C)c2)CC1	72%	5%	1.1	i	25	0.5	41	-0.5%	-0.8%	i	1.1	-3%
O=C(c1ccccc1)N1CCN(C(=O)c2cc3ccccc3o2)CC1	7%	13%	1	i	60	0.8	38	0.1%	3.3%	i	1.2	5%
O=C(c1nc[nH]c1C(=O)N1CCc2ccccc2C1)N1CCc2ccccc2C1	.	5%	.	i	24	-0.1	60	-0.1%	0.8%	i	2.9	.
COC(=O)c1sc(=S)n(Cc2ccccc2)c1C	12%	-12%	.	i	30	0.1	36	-2.9%	1.6%	i	0.7	4%
O=C(Cc1ccc([N+](=O)[O-])cc1)N1CCCc2ccccc21	-1%	6%	1.1	i	26	0.8	43	-1.8%	0.0%	i	0.6	5%
CCN(CC)c1ccc(/C=N/NS(=O)(=O)c2cccc([N+](=O)[O-])c2)cc1	10%	23%	1.1	i	49	3.6	54	0.9%	1.9%	i	0.9	14%
CCn1c(SCC(=O)OCc2ccccc2)nnc1-c1ccco1	-4%	5%	1.1	i	49	0.2	64	-2.3%	0.6%	i	10	-4%
O=C(O)C1CCCC[C@H]1C(=O)Nc1ncc([N+](=O)[O-])s1 (some centres undefined)	4%	3%	.	i	20	1.5	47	-1.5%	1.4%	i	2.4	-3%
Cc1oc(-c2ccccc2F)nc1CS(=O)CC(=O)NC1CCCCC1 (centres undefined)	18%	9%	.	i	28	4.3	62	5.5%	-0.2%	i	2.3	.
Cc1noc(C)c1COC(=O)c1cc(S(=O)(=O)N2CCOCC2)ccc1Cl	.	4%	.	i	46	0.5	68	-0.2%	.	i	0.7	.
CCc1cc(OCCOCCN(C)C)ccc1Cl	6%	12%	1.1	i	32	-1.3	70	0.4%	-0.1%	i	0.6	5%

Overlap with the part before: 2 compounds, then new ones.
SMILES	SV40 large T antigen	Rac1 GTP hydrolysis	TNAP activation fold	T cell modulator	T cell modulator vesicle-bound %	NTR1 ag	NTR1 ag cell count 20 µM	K1F lysis inhibition	RSV antiviral HEp-2	Myeloid diff 2	Myeloid diff 2 GFP+ MAC1+ %	Salmonella PhoP GFP
Cc1noc(C)c1COC(=O)c1cc(S(=O)(=O)N2CCOCC2)ccc1Cl	.	4%	.	i	46	0.5	68	-0.2%	.	i	0.7	.
CCc1cc(OCCOCCN(C)C)ccc1Cl	6%	12%	1.1	i	32	-1.3	70	0.4%	-0.1%	i	0.6	5%
CCCN(CC(=O)Nc1ccccc1C)C(=O)c1oc2ccc(OCC)cc2c1C	4%	4%	.	i	41	0.3	53	-1.4%	4.2%	i	0.5	-3%
O=[N+]([O-])c1ccc(N2CCNCC2)cc1Sc1nc2ccccc2[nH]1	6%	6%	1	i	30	0.4	57	?	-0.3%	i	0.6	25%
Cc1cccc(NC(=O)CSc2nc3[nH]ncc3c(=O)[nH]2)c1C	9%	-3%	1.1	i	26	-0.9	49	1.7%	1.9%	i	0.5	-2%
N/C(=N\OC(=O)C12CC3CC(CC(C3)C1)C2)c1ccccn1	14%	2%	1.1	i	13	1.3	67	1.1%[50 µM]	3.0%	i	0.2	-12%
Cc1ccc(C)c(NC(=O)CN(C)C(=O)[C@@H](NC(N)=O)C(C)C)c1	12%	0%	1.1	i	16	0.8	33	-0.2%	0.7%	i	1.1	-8%
O=C(/C=C/c1ccc(Br)cc1)NCCCn1ccnc1	1%	7%	.	i	58	2.8	70	2.0%	1.5%	i	0.6	-7%
CN1CC2=Cc3ccccc3OC23Oc2ccccc2C=C3C1	32%	17%	1.1	i	41	11	52	4.4%	2.6%	i	1.1	4%
CNC(=O)c1ccc(OCc2ccccc2)c(OC)c1	-1%	7%	1.1	i	14	-1.1	36	0.1%	3.0%	i	0.7	-8%
COc1ccc(CCNC(=O)C2CCN(S(=O)(=O)c3ccc(C)cc3)CC2)cc1OC	2%	-4%	.	i	37	-1.6	67	0.2%	-0.2%	i	0.3	11%
C/C(=N\NC(=O)CCC(=O)O)c1c(-c2ccccc2)c2cc(Br)ccc2[nH]c1=O	12%	6%	.	i	40	0.1	67	-0.2%	-0.4%	i	0.7	-7%
O=C(O)C1CCC1C(=O)Nc1nc(-c2ccc(Cl)s2)cs1 (centres undefined)	7%	-2%	.	i	51	0.3	49	-3.4%	2.0%	i	1.0	-5%
CC(C)CNC(=O)CN1C(=O)NC(Cc2c[nH]c3ccccc23)C1=O (centres undefined)	4%	-2%	1.2	i	46	2.0	44	1.1%	6.4%	i	0.7	-4%
COc1ccc(S(=O)(=O)N(C)CC(=O)Nc2ccccc2OC)cc1	7%	4%	1.1	i	46	-0.9	73	5.9%	0.1%	i	5.9	-1%
Cn1cccc1/C=C1\SC(=O)N(CC(=O)Nc2ccc(F)cc2)C1=O	8%	4%	1	i	28	5.6	32	1.9%	-0.3%	i	0.4	-7%
CCCCC1=CC2=CC(=O)C(C)(OC(=O)CC)C(=O)C2=CN1CCc1c[nH]c2ccccc12 (centres undefined)	12%	6%	.	i	26	-3.5	54	1.2%	-1.4%	i	1.7	-3%
O=C(Nc1ccc(Cl)cc1)Nc1nnc(Cc2ccc([N+](=O)[O-])cc2)s1	1%	7%	1	i	56	5.1	89	0.2%	1.0%	i	0.2	-5%
O=C(COC(=O)CNC(=O)c1ccco1)Nc1ccc(F)cc1	9%	6%	1.1	i	23	-0.2	45	-0.3%	1.1%	i	0.5	2%
COCCNC(=O)c1ccc(NC(=O)C2(c3ccccc3)CCCC2)cc1	-3%	-6%	1.1	i	24	-1.1	61	0.2%	0.5%	i	1.1	-5%
COc1ccc(C)cc1S(=O)(=O)Nc1cccc(-c2ccc(N3CCCCCC3)nn2)c1	7%	8%	.	i	23	5.4	61	0.6%	.	i	0.4	5%
COc1ccc(NC(=O)C(NC(=O)Cc2cccs2)c2ccccc2)cc1 (centres undefined)	16%	9%	0.8	i	55	-0.1	53	-0.1%	2.0%	i	0.4	-6%
O=C(COC(=O)c1ccc(S(=O)(=O)N2CCCC2)cc1)Nc1cccnc1Cl	7%	5%	1	i	56	1.3	41	0.2%	0.6%	i	0.4	2%
COc1cc2[nH]c(=S)nc(NCc3cccs3)c2cc1OC	6%	14%	1.1	i	20	0.7	83	1.0%	0.7%	i	0.2	-7%
CCOc1ccc(Oc2ccc(C(F)(F)F)cc2N)cc1	6%	4%	1.2	i	44	10	44	-0.4%[50 µM]	6.7%	i	0.3	5%
